MKP-3 inhibition: MKP-3 phosphatase inhibitors, primary screen, biochemical, rat enzyme, in vitro (AID 425); recombinant MKP-3 phosphatase activity, fluorescence; higher % means a stronger effect; one-dose inhibition, % at 20 µM; IC50 in µM for titrated hits; actives 0.17% (n = 110,000); in the data active = inhibition above about 50%;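 also: plate controls were vehicle for no effect and reference inhibitor for full effect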
Hsp70 inhibitors: small molecules displacing fluorescent ligand from Hsp70 – biochemical, fluorescence polarization, primary screen (AID 583); Hsp70 fluorescence polarization probe displacement, mP; higher % means a stronger effect; one-dose displacement, % at 20 µM; IC50 in µM for titrated hits; actives 0.06% (n = 140,000); in the data active = displacement above about 50%;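 also: plate controls were vehicle for no effect and reference ligand for full effect; a part of the inactive calls stands beside numbers as strong as those of hits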
* marks the source's active call; other numbers are inactive results; / = no result given; & = joins results of further samples. These rows are one share of the data; count on the stated rates, not on these rows.

Molecule	MKP-3 inhibition	Hsp70 inhibitors
COc1ccc(C2C(C(C)=O)=C(O)C(=O)N2CC2CCCO2)cc1 (configuration not stated)	1.9%	-3.8%
CCn1cc(C(=O)N2CCOCC2)c(=O)c2cc(S(=O)(=O)N(C)C3CCCCC3)ccc21	-5.1%	-0.3%
O=C(NCc1ccccc1)c1ccc2c(c1)C(=O)N(Cc1ccncc1)C2=O	/	-0.1%
Clc1ccc(-c2nc(N3CCOCC3)c3ccccc3n2)cc1	1.6%	0.7%
CC(C)Cc1cc(C(=O)NCc2ccco2)no1	-5.4%	1.7%
COc1ccc(C2CC(c3cccs3)=Nc3ccccc3S2)cc1OC (configuration not stated)	/	-1.3%
COc1ccc2c(c1)-c1c(sn(-c3ccc(Br)cc3)c1=S)C(C)(C)N2	0.4%	2.1%
CSc1nc(N)nc(SC2C=CCCC2)c1C#N (configuration not stated)	-4.0%	-6.0%
CCn1c2ccc(CC(=O)O)cc2c2cc(CC(=O)O)ccc21	-11.3%	0.2%
O=C(C[n+]1ccccc1)OCC12CC3CC(CC(C3)C1)C2	1.2%	-1.0%
O=C(c1ccccc1)n1nc(-c2ccccc2)nc1NCc1ccco1	-6.0%	4.0%
Cc1ccc(S(=O)(=O)n2nc(-c3ccco3)nc2SCc2ccccc2)cc1	/	10.2%

Other results follow:
Molecule	MKP-3 inhibition	Hsp70 inhibitors
CCCCNC(=O)c1sc2ncnc(N3CCc4ccccc4C3)c2c1C	/	-0.8%
Cc1cc(NC(=O)CSCCO)no1	/	0.1%
N#Cc1cc(-c2ccccc2)nnc1Sc1ccc(F)cc1	/	-0.3%
O=C(CSc1nnc(-c2cccnc2)n1C1CCCCC1)NC1CCCC1	-2.5%	1.3%
COCCn1nnnc1C(c1cc2cc(C)ccc2[nH]c1=O)N1CCN(C2CCCCC2)CC1 (configuration not stated)	4.4%	52.2%
CCC(C)n1c(C)nc2c(c1=O)c1nc3ccccc3nc1n2-c1ccc2c(c1)OCCO2 (configuration not stated)	-14.7%	2.1%
Cc1cccc(CSc2nnc(Cn3c(=O)sc4ccccc43)n2C)c1	-6.4%	-0.7%
CCOC(=O)C(=O)Nc1nnc(Cc2ccc(OC)c(OC)c2)s1	/	-2.1%
CCOC(=O)C1=CS/C(=C2/C(=S)C(C)(C)Nc3c(OCC)cccc32)S1	16.1%	-2.1%
COc1ccc(NC(=O)CC(C)C)c(OC)c1	/	-1.7%
Cc1cc(N2CCCc3ccccc32)n2ncnc2n1	-9.4%	-1.2%
Brc1ccc(CC(Cc2nc3ccccc3[nH]2)c2nc3ccccc3[nH]2)cc1 (configuration not stated)	2.1%	1.1%

(listing goes on)
Molecule	MKP-3 inhibition	Hsp70 inhibitors
O=C1/C(=C/c2c[nH]c3ccccc23)CC/C1=C\c1c[nH]c2ccccc12	5.6%	-0.3%
O=[N+]([O-])c1ccc(OCC(O)CNc2ccccc2)cc1 (configuration not stated)	3.6%	-1.7%
Cc1noc(/C=C/N(C)C)c1S(=O)(=O)N1CCCC(C(=O)NCc2ccccc2Cl)C1 (configuration not stated)	6.2%	-1.1%
CCc1ccc(Nc2ncc3c(n2)CC(c2ccco2)CC3=O)cc1 (configuration not stated)	-0.6%	4.8%
CCOC(=O)N1CCN(c2ncnc3c2oc2nc(CC(C)C)c4c(c23)CCC4)CC1	-8.7%	/
O=C(Nc1ccc2c(c1)OCO2)c1cccc(I)c1	2.5%	-5.3%
Cn1c(/C(C#N)=C/C2CC=CCC2)nc2ccccc21 (configuration not stated)	-4.3%	-1.2%
CCCN(CCC)CCSc1nc(O)c(C(C)C)c(=O)n1-c1ccccc1	1.8%	-4.3%
CC(=O)Nc1ccc(NC(=O)COc2ccc(Br)c(C)c2)cc1	-2.6%	-1.6%
CN1CCN(C(=O)c2sc3cc(Cl)ccc3c2Cl)CC1	1.3%	1.6%
CCOc1ccc(N2CC(O)Cn3c2nc2c3c(=O)n(CCCc3ccccc3)c(=O)n2C)cc1 (configuration not stated)	-4.5%	-4.2%
CCOC(=O)c1sc2cccc(Cl)c2c1N	/	-0.2%

(continued)
Molecule	MKP-3 inhibition	Hsp70 inhibitors
O=S(=O)(Nc1ccc2c(c1)OCCO2)c1cccc2cccnc12	-7.9%	4.9%
Cc1cc(-c2ccccc2)c(C#N)c(SCC(N)=O)n1	-5.4%	-0.3%
CC(=O)Nc1ccc(NC(=O)CSc2ncnn2-c2ccccc2)cc1	/	-5.8%
CCN(CC)c1ccc(NC(=O)CN2C(=O)CC(C)(C)S(=O)(=O)c3ccccc32)c(C)c1	-0.4%	/
Cc1ccccc1/C=N/NC(=O)c1ccc(-c2ccccc2)cc1	0.4%	5.2%
CCCCc1nnc(NC(=O)CCN2C(=O)/C(=C/c3ccccc3)SC2=S)s1	4.3%	0.6%
CC(C)CC1NC(=O)N(CC(=O)c2ccc3c(c2)OCCO3)C1=O (configuration not stated)	3.9%	4.6%
CCOC(Cn1c(CCCO)nc2ccccc21)OCC	/	0.2%
COc1ccc(N2C(=O)/C(=C/c3ccc(I)o3)SC2=S)cc1	1.6%	1.3%
Cc1cc(Cl)ccc1OCCCC(=O)NC1CCCCCCC1	-3.0%	-0.4%
Cc1ccc(S(=O)(=O)NC(C(=O)OCC(=O)NC(=O)c2cccn2C)C(C)C)cc1 (configuration not stated)	-3.4%	-2.3%
O=C(CSc1nnc(-c2cccnc2)n1CCc1ccccc1)NCc1ccccc1	/	0.3%

Next section:
Molecule	MKP-3 inhibition	Hsp70 inhibitors
CCOc1cccc2c1OC1(C)CC2NC(=O)N1c1cccc(F)c1 (configuration not stated)	-3.6%	1.4%
CCCCN(C(=O)CN1C(=O)C2CC=CCC2C1=O)c1c(N)n(CCC)c(=O)[nH]c1=O (configuration not stated)	0.0%	-1.4%
Cc1cc(C)n2nc(SCC(=O)c3ccc[nH]3)nc2n1	-13.4%	1.7%
CC(C)OC(=O)c1c(NC(=O)c2cccs2)sc2c1CCCC2	-4.3%&-0.3%	4.0%&0.6%
COCCCn1c(-c2ccc(S(=O)(=O)N3CCOCC3)cc2)csc1=Nc1ccccc1	/	-5.7%
CCc1c(C)sc(NC(=O)c2ccc(Br)o2)c1C(=O)OC	-10.5%	4.5%
COc1ccc(N2CCn3c2nc2c3c(=O)n(CCc3ccccc3)c(=O)n2C)cc1	11.5%	4.0%
CCCNS(=O)(=O)c1ccc(NC(=O)c2cccnc2)cc1	/	4.4%
CCCCc1nc2ccccc2n1Cc1nnc2n1-c1ccccc1SC2	-2.7%	-0.7%
COc1cc(NS(=O)(=O)c2ccc(N/C=C/C(=O)c3cccs3)cc2)nc(OC)n1	0.7%	2.1%
CCCCOC(=O)c1cccc(NC(=O)COc2ccc3c(C)cc(=O)oc3c2)c1	4.9%	-7.5%
O=C(c1ccc(N2CCCC2=O)cc1)N1CCCCCC1	0.1%	-0.3%

Looked up by compound from above:
Molecule	MKP-3 inhibition	Hsp70 inhibitors
O=C(c1ccccc1)n1nc(-c2ccccc2)nc1NCc1ccco1	-6.0%	4.0%
CSc1nc(N)nc(SC2C=CCCC2)c1C#N (configuration not stated)	-4.0%	-6.0%
CCOC(=O)C(=O)Nc1nnc(Cc2ccc(OC)c(OC)c2)s1	/	-2.1%
Cc1cc(N2CCCc3ccccc32)n2ncnc2n1	-9.4%	-1.2%
CCOC(=O)N1CCN(c2ncnc3c2oc2nc(CC(C)C)c4c(c23)CCC4)CC1	-8.7%	/

Returning to the listing, starting 2 compounds before the break.
Molecule	MKP-3 inhibition	Hsp70 inhibitors
CCCCOC(=O)c1cccc(NC(=O)COc2ccc3c(C)cc(=O)oc3c2)c1	4.9%	-7.5%
O=C(c1ccc(N2CCCC2=O)cc1)N1CCCCCC1	0.1%	-0.3%
Cc1cc(NC(=O)c2ccc(Cl)cc2Cl)ccc1NC(=O)c1ccccc1	3.3%	2.1%
OCC(CO)(CO)N=Cc1c(O)ccc2ccccc12	5.8%	0.7%
COc1ccc(CCNc2nc(-c3ccco3)cc(C(F)(F)F)n2)cc1OC	-0.8%	2.0%
CCOC(=O)c1c(-c2ccccc2)csc1NC(=O)C1CCCN1S(=O)(=O)c1ccc(Cl)cc1 (configuration not stated)	2.4%	3.2%
Cc1cc(-c2ccc(/C=C3\Sc4ccccc4C3=O)o2)cc([N+](=O)[O-])c1C	5.5%	-16.2%
Cc1ccc2nc(SCc3nnc(-c4ccccc4Br)o3)[nH]c2c1	/	-1.0%
COCCN(C(=O)c1csnn1)C(C(=O)NC1CCCCC1)c1cccs1 (configuration not stated)	0.2%	4.1%
C(=C\c1ccccc1)/CSc1nnc(-c2cccs2)n1-c1ccccc1	6.4%	2.0%
CCN1C(=O)/C(=C\c2ccc(-c3ccc([N+](=O)[O-])cc3Cl)o2)SC1=S	5.3%	0.0%
C=CCNC(=O)CCCOc1cc(C)ccc1C	-3.7%	-2.7%
N#C/C(=C(/O)CSc1nnc(Cc2cccs2)n1C1CCCCC1)c1nc2ccccc2[nH]1	-9.8%	-4.9%
Cc1cccc(C)c1-n1c(C)cc(/C=N/NC(=O)CN2CCOCC2)c1C	1.3%	0.2%

The results go on:
Molecule	MKP-3 inhibition	Hsp70 inhibitors
COc1ccc(C2CC(=O)c3c(C)nc(N4CCN(c5ccccc5)CC4)nc3C2)cc1 (configuration not stated)	2.9%	2.8%
Cc1nn(C(=O)c2ccc(Cl)cc2)c(C)c1Sc1ccc([N+](=O)[O-])cc1	1.0%	-0.2%
Cc1ccc(N2C(=O)c3ccc(C(=O)NCCN4CCOCC4)cc3C2=O)cc1	8.7%	-4.3%
CC(C)NC(=O)c1cccc(Br)c1	/	6.0%
Cc1ccc(S(=O)(=O)NCCC(=O)NC(C)(C)C)cc1	1.0%	-2.3%
Cc1ccc(C(=O)Nc2nc3ccccc3s2)s1	4.2%	-1.6%
CCOc1ccccc1N(C)C(=O)C1CCN(S(=O)(=O)c2cccc3nonc23)CC1	0.4%	/
Cc1cc(C=C2C(=O)c3ccccc3C2=O)c(C)n1-c1ccc(Cl)cc1	3.1%	-42.0%
Cn1c(-c2ccc3c(c2)OCO3)cnc1NCc1cccc(Cl)c1	-2.2%	2.0%
CC1=C(c2ccc(C)cc2)S(=O)(=O)N(CC(=O)O)C1=O	4.6%	3.1%
FC(F)(F)c1cccc(N2CCN(CC3CC=CCC3)CC2)c1 (configuration not stated)	/	1.9%
COc1ccc(OCC(=O)Nc2ncc3c(n2)CC(C)(C)CC3=O)cc1	-1.8%	2.7%

(continued)
Molecule	MKP-3 inhibition	Hsp70 inhibitors
O=S(=O)(NCc1ccc2c(c1)OCO2)c1cccc2cccnc12	-17.8%	1.3%
N/C(=C\C(=O)/C=C\c1ccccc1)C(Cl)(Cl)Cl	4.5%	0.2%
Cc1ccc(NC(=O)CCn2c(=O)oc3ccccc32)cc1	-5.4%	2.7%
O=C(c1ccco1)N1CCN(C(=O)c2cnn3cccnc23)CC1	-2.7%	/
c1cn2c(NC3CCCC3)c(-c3ccc(N4CCOCC4)cc3)nc2cn1	-9.1%	2.3%
O=C(COC(=O)c1ccc2c(c1)OCO2)NC1CCS(=O)(=O)C1 (configuration not stated)	-4.4%	-3.7%
CS(=O)(=O)N(CC(=O)NC1CCCCC1)c1cccc(Cl)c1	-2.9%	2.4%
O=C(Nc1ccc(Cl)cc1)N1CCCN(Cc2ccc(F)cc2)C1	/	1.1%
COc1c(Cl)cc(C(=O)Nc2cccc(C)c2)cc1Cl	1.4%	1.5%
CCOc1ccc(C(=O)Nc2ccc(I)cc2Cl)cc1[N+](=O)[O-]	1.8%	-1.7%
O=C(O)c1cc(-c2ccco2)nc2ccccc12	-14.1%	14.0%
Nc1ccccc1N=CC1=C(O)CNC1=O	6.5%	14.1%

Next results follow.
Molecule	MKP-3 inhibition	Hsp70 inhibitors
COC(=O)COc1ccc2c(=O)c(Oc3ccc(C(C)(C)C)cc3)coc2c1	-2.7%	-2.3%
CC(NCCC(c1ccccc1)c1ccccc1)c1ccccc1 (configuration not stated)	7.0%	2.2%
Cc1oc2cc3c(C(=O)OCCN(C)C)c(C)oc3cc2c1C(=O)OCCN(C)C	-1.7%	1.2%
COc1nc2ccccc2c(=O)n1OCC(C)C	4.3%	5.1%
CCc1ccc(C(=O)N2CCN(c3ccc([N+](=O)[O-])cc3)CC2)cc1	4.0%	-1.6%
CCN(CC)CCNC(=O)C1(c2ccccc2)CCOCC1	-1.1%	4.8%
Cc1cc(C(=O)NC(C)C2CCCO2)cs1 (configuration not stated)	-10.6%	8.2%
CCCC1(O)CC(c2ccccc2)NC(c2ccccc2)C1C (configuration not stated)	-0.4%	1.1%
COc1ccccc1CN1CC(C(=O)NC2CCCCC2)CC1=O (configuration not stated)	-2.7%	2.7%
COc1ccc(Cl)cc1NC(=O)N(C)Cc1c(C)nn(C)c1C	-5.3%	5.7%
Cc1ccc(S(=O)(=O)N2CCCC(C(=O)NCc3cccnc3)C2)cc1Cl (configuration not stated)	-17.2%	2.0%
Cc1ccc(P(=O)(c2ccc(C)cc2)C(C)(C)O)cc1	-2.1%	-0.7%

Going on with the list:
Molecule	MKP-3 inhibition	Hsp70 inhibitors
O=c1cc(CO)oc(C(Nc2ccccn2)c2ccsc2)c1O (configuration not stated)	3.6%	2.8%
O=C(O)c1cccc(S(=O)(=O)Nc2ccc3c(c2)OCO3)c1	-4.0%	7.2%
Cc1[nH]c(=O)[nH]c(=O)c1S(=O)(=O)N1c2ccc(F)cc2CCC1C (configuration not stated)	5.4%	-2.0%
COc1cccc2cc(C(=O)OCC(=O)c3ccc([N+](=O)[O-])cc3)c(=O)oc12	-13.4%	3.1%

Some of these compounds in order of their number in MKP-3 inhibition, largest number first:
Molecule	MKP-3 inhibition	Hsp70 inhibitors
Cc1[nH]c(=O)[nH]c(=O)c1S(=O)(=O)N1c2ccc(F)cc2CCC1C (configuration not stated)	5.4%	-2.0%
O=C(O)c1cccc(S(=O)(=O)Nc2ccc3c(c2)OCO3)c1	-4.0%	7.2%
COc1cccc2cc(C(=O)OCC(=O)c3ccc([N+](=O)[O-])cc3)c(=O)oc12	-13.4%	3.1%

Source: PubChem
